Bioassay records from PubChem BioAssay.
Pin1 inhibitor – human Pin1 inhibition. Potency, µM (series often up to 115 µM), without a hit: at the highest dose activity, negative = inhibition, hits mostly inhibitors. 390,000 compounds, 0.009% hits. Pin1 FP peptide displacement, HiFluor488, 10 min. Q13526. AID 504891; active = well fitted inhibition curve with a large enough effect in the polarisation, with a control signal flat, not every such curve was filed as active; inconclusive = small, poorly fitted or top-dose-only effect, or effect the other way, or a change in a side signal; inactive = no such curve, though single readings can be large or run the other way; the % refers to the polarisation; note: potency is the fitted concentration of half-maximal effect; % is set by controls: 0 for no effect and ±100 for the full control effect
Target sequence (Q13526 whole entry, looked up): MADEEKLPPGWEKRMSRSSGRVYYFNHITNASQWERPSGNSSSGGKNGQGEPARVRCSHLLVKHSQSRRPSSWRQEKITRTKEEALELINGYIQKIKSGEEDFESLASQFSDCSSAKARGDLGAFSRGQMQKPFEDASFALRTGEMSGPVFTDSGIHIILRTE
TRHR agonist – TRH receptor (human) agonism; activation, % at 2 µM; P34981; TRHR cells, calcium flux fluo-8, FDSS agonist mode; 360,000 compounds, 0.18% hits; in the data active = activation above about 30%; note: 0% is about no effect
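In this calcium-flux screen, cells bearing human TRHR are dye-loaded with fluo-8, baselined for 10 cycles, then exposed to library compounds; positive kinetic calcium responses during the agonist phase mark hits, with TRH as control.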
D2 antagonist – antagonists of human D2 dopamine receptor; HEK293 TREx D2 cells, calcium flux, dopamine EC80; P14416; inhibition, % at 10 µM; 340,000 compounds, 2% hits; in the data active = inhibition above about 30%; note: 0% is about no effect
Target sequence (P14416 whole entry, looked up): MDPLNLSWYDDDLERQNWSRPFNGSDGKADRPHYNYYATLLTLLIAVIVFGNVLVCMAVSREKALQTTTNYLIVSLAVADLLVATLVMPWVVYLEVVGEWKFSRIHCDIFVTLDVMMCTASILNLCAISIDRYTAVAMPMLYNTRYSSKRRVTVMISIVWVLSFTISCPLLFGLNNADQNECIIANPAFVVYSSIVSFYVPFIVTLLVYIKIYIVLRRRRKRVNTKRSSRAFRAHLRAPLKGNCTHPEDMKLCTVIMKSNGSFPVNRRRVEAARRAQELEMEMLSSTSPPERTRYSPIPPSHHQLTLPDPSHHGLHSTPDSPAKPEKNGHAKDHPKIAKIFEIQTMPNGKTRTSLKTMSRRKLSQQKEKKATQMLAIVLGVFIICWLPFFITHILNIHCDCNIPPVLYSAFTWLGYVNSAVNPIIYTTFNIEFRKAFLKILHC
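Compounds are added to dye-loaded, induced HEK293 T-REx cells coupled to calcium release via D2; after a 3 min kinetic read an EC80 dopamine stimulus is given and fluorescence is recorded for 3 more min.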
TrxR1 inh – blocks rat thioredoxin reductase 1. recombinant rTrxR1, NADPH fluorescence consumption, selenite substrate. 390,000 compounds, 1% hits. O89049. Potency, µM (titrated, usually from 114 µM), for the others: top-dose activity change, negative = inhibition, most hits filed as inhibitors; note: potency is the fitted concentration of half-maximal effect; % is set by controls: 0 for no effect and ±100 for the full control effect; nearly all actives have a fitted effect of over 65% in size
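Rat TrxR1 (90 nM in the dispensed reagent) was pre-reduced with 400 uM NADPH for 5 min at room temperature, then incubated with compound for 15 min. After 400 uM selenite was added, NADPH fluorescence (Ex 340/Em 450 nm) was followed for 8 min.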
D2 ag – agonists of human D2 dopamine receptor | AID 485358 | HEK293 T-REx D2 cells, calcium flux agonist mode | 340,000 compounds, 0.53% hits | P14416 | activation, % at 2 µM;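 active = activation over 3 SD above normal in the single-dose calcium agonist read, cut at about 30% in these data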; note: 0% is about no effect
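In this primary screen, compounds producing a positive calcium signal within 180 s of addition to tetracycline-induced, force-coupled HEK293 Trex D2 cells are flagged; cells are dye-loaded with a no-wash calcium kit beforehand.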
TRHR PAM – allosterically enhances the human TRH receptor. P34981. TRHR cells, fluo-8 calcium fluorescence, EC20 TRH enhancement. enhancement, % at 2 µM. 360,000 compounds, 0.66% hits. AID 493056; in the data active = enhancement above about 30%; note: 0% is about no effect
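TRHR-expressing cells loaded with fluo-8 calcium dye were read kinetically (ex 480/em 530) during compound addition, then stimulated with an EC20 of TRH (10 nM final). Enhancement of the Gq-mediated intracellular calcium response was scored.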
TrxR1 substrate – is turned over as a substrate by rat TrxR1 | purified TrxR1 substrate turnover, NADPH consumption readout | Potency, µM (top dose mostly 114 µM), for inactives: top-dose activity change, negative = substrate turnover | 390,000 compounds, 0.01% hits | AID 588456; note: potency is the fitted concentration of half-maximal effect; % is set by controls: 0 for no effect and ±100 for the full control effect; nearly all actives have a fitted effect of over 50% in size
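Rat TrxR1, dispensed at 90 nM, was prereduced with 400 uM NADPH (final) for 5 min at ~22 deg C, then incubated with compound 15 min before 400 uM selenite. A first-read NADPH fluorescence drop versus no-compound background flagged substrates.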
USP1-UAF1 inh – inhibitors of human USP1/UAF1 deubiquitinase; O94782; recombinant USP1/UAF1, Ub-Rhodamine cleavage fluorescence; Potency, µM (series often up to 57.1 µM), for inactives: at the highest dose activity change, negative = inhibition, most hits filed as inhibitors; 390,000 compounds, 0.23% hits; AID 743255; note: potency is the fitted concentration of half-maximal effect; % is set by controls: 0 for no effect and ±100 for the full control effect; nearly all actives have a fitted effect of over 60% in size; inactives centre near -12
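1 nM enzyme complex + cpd, 15 min RT; start with Ub-Rho 150nM final; kinetic fluorescence ex 480/em 540, 6 reads q60 s. Buffer 50mM HEPES pH 7.8, 0.5mM EDTA, 0.1 mg/ml BSA, 1mM TCEP, 0.01% Tween-20.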
mIDH1 inhibitor – blocks human mutant IDH1 R132H enzyme | O75874 | IDH1-R132H enzyme, NADPH consumption, diaphorase/resazurin fluorescence | Potency, µM (titrated, usually from 76.6 µM), without a hit: at the highest dose activity change, negative = inhibition, usual class: inhibitors | 390,000 compounds, 0.093% hits | AID 602179; note: potency is the fitted concentration of half-maximal effect; % is set by controls: 0 for no effect and ±100 for the full control effect; nearly all actives have a fitted effect of over 65% in size
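IDH1-R132H (0.5 ug/mL dispensed) in pH 7.5 Tris buffer was preincubated 30 min with compound, then given a substrate mix of 0.016 mM NADPH and 2 mM alpha-KG for 80 min at room temperature; remaining NADPH was read by diaphorase/resazurin fluorescence.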
* = called active by the depositor; ? = inconclusive; . = not tested or not shown; & = joins results of further samples; [ ] = remark or other dose. Unless noted, calls come from the whole dose curve; as a rule, active = well fitted inhibition curve with a large enough effect; inconclusive = small, poorly fitted or top-dose-only effect; inactive = no such curve, though single readings can be large or run the other way. Some of the compounds tested; the hit share may differ from the screen's.

SMILES | Pin1 inhibitor | TRHR agonist | D2 antagonist | TrxR1 inh | D2 ag | TRHR PAM | TrxR1 substrate | USP1-UAF1 inh | mIDH1 inhibitor
CCOC(=O)C1(Cc2cccc(OC)c2)CCN(Cc2cccnc2)CC1 | 2% | 0.2 | 9 | 7%[57.1 µM] | 0.0 | 2 | 7% | -13% | 2%
CC(C)COc1ccc(C(=O)OCC(=O)NCCC2=CCCCC2)cc1 | -4% | 0.8 | 5 | -10% | 1.7 | 4 | -9% | -22% | 2%
CN1CC(=O)N(CC(=O)Nc2ccc3c(c2)CCC3)C1=O | -5% | -0.4 | -18 | 30%[57.1 µM] | -0.3 | -3 | -15%[57.1 µM] | -11% | 4%
CCCCSc1nnc([C@@H]2CCCN2C(=O)OC(C)(C)C)o1 | 0% | 2.2 | 11 | 21%[57.1 µM] | -0.4 | -7 | 8%[57.1 µM] | -11% | 5%
Cc1cc(=O)nc2c3ccccc3n(CC(=O)NC(C)c3ccc4c(c3)OCCO4)n12 (centres undefined) | 0% | -1.1 | -19 | 10% | 0.7 | -10 | -2% | -23% | 8%
CCNC(=O)NC(=O)COc1ccccc1C#N | -10% | -0.3 | 4 | 35% | 5.7 | -1 | 14% | 2% | 3%
CCCCOc1ccc(Cc2c(Cl)nc(SC)nc2N2CCOCC2)cc1 | -2% | 1.4 | -4 | -13% | 0.4 | -4 | -8% | -7% | 3%
Cc1cccc(-n2c(SCC(=O)NCC3CCCO3)nc3ccccc3c2=O)c1C (centres undefined) | 0% | 0.0 | -17 | 11% | 0.4 | 3 | 0% | -13% | 17%
Cn1c(=O)c(C(=O)CSc2nnc(Nc3ccccc3)s2)c(N)n(Cc2ccccc2)c1=O | 2% | -0.8 | 8 | -4% | 0.1 | 0 | -5% | -14% | 0%
COc1cc(C(=O)/C=C/c2cccnc2)c([N+](=O)[O-])cc1OC | -11% | -0.3 | 10 | ? | -0.8 | 22 | -2% | ? | 13%
COc1cccc(-c2nc(SCC(=O)Nc3ccc4c(c3)OCO4)c(-c3ccccc3)[nH]2)c1 | 1% | -0.4 | . | 7% | -0.1 | -4 | 6% | ? | 0%
Cc1nc(SCC(=O)Nc2c(C)n(C)n(-c3ccccc3)c2=O)[nH]c(=O)c1C | 0% | . | . | 12% | . | . | 12% | 0% | 4%
Cc1cccc(NC(=O)CNC(=O)COc2ccc(-c3ccc(C#N)cc3)cc2)c1C | 0% | 0.0 | 1 | 25%[57.1 µM] | -0.8 | -3 | 15%[57.1 µM] | -8% | 1%
O=c1c2ccccc2sn1-c1ccc(S(=O)(=O)N2CCCCC2)cc1 | 3%&-4%&-3% | . | . | 26%&18%&8% | . | . | 6%&36%&-6% | -13% | 2%
COc1ccc(/C=C/C(=O)OCC(=O)NCc2ccccc2)cc1OC | -9% | -1.7 | 20 | 15% | -0.2 | 2 | 5% | -7% | -1%
CN(C)c1cc[n+](CC(=O)Nc2ccc(Cl)c([N+](=O)[O-])c2)cc1 | 3% | -2.4 | 4 | 7% | -3.1 | 2 | -3% | -24% | -13%
CCc1ccc(-n2nc(C)c3c(C(=O)Nc4cc(OC)cc(OC)c4)cc(C)nc32)cc1 | 20% | 0.7 | . | 4% | 0.0 | 4 | 20% | -24% | 0%
Cc1ccc(NC(=O)N(CCCN2CCOCC2)Cc2cccs2)cc1C | 3% | -1.3 | 25 | -1% | -0.3 | 6 | -4% | -15% | -7%
O=S(=O)(c1cccc(Cl)c1)c1nnn2c1nc(NC1CCCC1)c1sccc12 | -1% | 0.1 | . | 2% | -0.2 | 8 | 2% | 9% | -10%
Cc1cccc(N2CCN(S(=O)(=O)c3c(C(=O)N4CCCCC4)c(C)n(C)c3C)CC2)c1C | -6% | -0.5 | -9 | 25%[57.1 µM] | 12 | 7 | 11%[57.1 µM] | -15% | -10%
O=[N+]([O-])c1nn(-c2cccc(Cl)c2)n(O)c1=NCc1cccnc1 | -2% | -0.5 | 0 | 16% | -0.7 | 1 | -4% | -6% | 3%
CC1CN(C(=S)Nc2ccccc2)C(C)CN1C=O (centres undefined) | -3% | . | . | 6%[57.1 µM] | . | . | -1%[2.29 µM] | -20% | 0%
COc1cccc(N2CCN(C(=O)c3ccc(N4C(=O)NC5CC4(C)Oc4ccccc45)cc3)CC2)c1 (centres undefined) | -8% | -0.2 | -12 | -1% | -0.6 | -8 | -5% | -24% | -2%
Cc1noc(C)c1S(=O)(=O)N(C)CC(=O)Nc1ccc(F)cc1 | -2% | -0.3 | -3 | 14%[57.1 µM] | -0.2 | 2 | 11%[57.1 µM] | 1% | 4%
CCCSc1nsc(NC(=O)CCC)n1 | -4% | -0.2 | 3 | 31%[57.1 µM] | -0.9 | 6 | 8%[57.1 µM] | -8% | 5%
CCCOc1ccc2[nH]c(C(=O)N/N=C/c3cc(OC)c(OC)c(OC)c3)cc2c1 | 2% | 0.9 | 1 | 33% | -0.5 | 7 | 14% | -26% | -2%
Cc1sc2nc(SCC(=O)Nc3ccccc3F)[nH]c(=O)c2c1C | -2% | -1.2 | -6 | 23% | 0.7 | 5 | 2% | ? | -12%
COc1ccc(C)cc1Nc1n[n+](-c2ccccc2)c(-c2c(Cl)cccc2Cl)s1 | -1% | 0.2 | 9 | 5% | -0.3 | -6 | -1% | -28% | -3%[38.3 µM]
CCCN1CCN(c2nc(-c3cccs3)nc3ccccc23)CC1 | -1% | 0.2 | 37* | -4% | -0.7 | 0 | -4% | -21% | 7%
Cc1cccc(N=CC=C2OC(C)(C)C(C)(C)O2)c1 | 16% | 1.9 | 1 | 6% | 0.7 | -2 | 17% | -20% | 5%
Cc1ccc(NC2(C#N)C(=O)Nc3ccccc32)cc1 (centres undefined) | -1% | 0.4 | 20 | -3%[57.1 µM] | 0.2 | 8 | -13% | -9% | -3%
CCc1ccccc1NC(=O)CN1C(=O)CCSc2ccc(S(=O)(=O)N3CCCC3)cc21 | 12% | -0.4 | . | 4%[57.1 µM] | 1.7 | -5 | -7%[57.1 µM] | -9% | -13%
Cc1ccc(S(=O)(=O)N(CCO)Cc2cc3ccc(C)c(C)c3[nH]c2=O)cc1 | -3% | 0.6 | -10 | 11% | -1.7 | 1 | 11% | 2% | 4%
CC12CCC(=O)N1C(C(=O)Nc1nc(-c3ccccc3)cs1)CS2 (centres undefined) | 3% | -0.4 | -17 | 8% | 0.4 | 1 | 0% | -6% | -1%
Cc1ccc(NC(=S)NN2CCN(C)CC2)c(C)c1 | -1% | 0.3 | -1 | 8% | 0.6 | -3 | -5% | -6% | -1%
O=C(NCc1ccccc1Cl)c1ccc(CS(=O)(=O)c2ccccc2)o1 | -1% | 1.5 | . | 4% | . | -5 | 0% | -20% | -9%
O=c1cnn(Cc2ccc(Cl)c(Cl)c2)c2ccccc12 | 2% | 0.4 | 3 | 6% | -0.7 | -2 | 2% | ? | -8%
O=C(Nc1ccc(F)cc1)c1cc2cc(Cl)ccc2[nH]1 | 16% | 0.3 | 18 | 26% | -1.3 | 9 | 3%[57.1 µM] | -25% | 2%
COc1ccc(N(CCC#N)S(=O)(=O)c2cccc3nsnc23)cc1 | 6% | -0.6 | -11 | -18% | 1.3 | 6 | -19% | -4% | 5%
C=CCn1c(SCC(=O)NC2CC2)nnc1-c1cccs1 | -13% | -0.7 | -9 | 34% | 0.6 | 13 | 4% | -8% | -9%
CCOc1ccccc1NC(=S)C(=C([O-])c1ccc2c(c1)OCCO2)[n+]1ccc(CC)cc1 | 23% | . | . | -2% | . | . | 0% | -13% | -2%
Cc1ccc(-c2noc(CN(C3CCCCC3)S(=O)(=O)c3ccc(F)cc3)n2)cc1 | 7% | 2.1 | . | 31% | . | -8 | -1% | -2% | -4%
O=C(N/N=C/c1cccc(O)c1)c1ccc(COc2cccc3cccnc23)cc1 | 5% | 0.2 | 19 | 10% | -0.1 | 6 | -2% | -13% | -2%
COc1ccccc1/C=C/C(=O)OCC(=O)NC1CCCCCCC1 | 11% | . | . | 14% | . | . | 13% | -22% | 4%
COc1cc(NC(=O)C2CCCN(S(=O)(=O)c3ccc4c(c3)oc(=O)n4C)C2)c(C(=O)O)cc1OC (centres undefined) | -4% | -0.2 | . | -8% | -0.1 | -2 | -5% | -30% | 9%
CCc1noc(C)c1C(=O)Nc1nc(-c2ccc(Cl)cc2Cl)cs1 | 7% | 0.2 | -7 | -4% | -0.1 | -2 | -6% | -22% | 5%
